# Compound activity (PubChem)
# NOD1 inhibition: inhibition of NOD1-driven NF-kB reporter – cell-based, luminescence, uHTS, primary screen (AID 1578) | NOD1-driven NF-kB luciferase reporter cells, luminescence; higher % means a stronger effect | one-dose inhibition, % at 4 µM; EC50 in µM for titrated hits | 290,000 tested, 1% active; in the data active means inhibition mostly above about 36%, no sharp cut-off; inactive means mostly below about 34%;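 further: HEK-293T reporter cells stimulated with the NOD1 agonist gamma-tri-DAP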
# NOD2 inhibition: inhibition of NOD2-driven NF-kB reporter – cell-based, luminescence, uHTS, HEK293 (AID 1566); HEK293 NOD2/NF-kB luciferase reporter, luminescence; higher % means a stronger effect; inhibition, % at 4 µM; hits with a dose series show EC50 in µM; 290,000 tested, 0.63% active; further: many of its hits are not listed in these tables
# KOR beta-arrestin-1: kappa opioid receptor blockers – cell-based, luminescence, uHTS (AID 1778); KOR beta-arrestin recruitment, luminescence, antagonist mode; higher % means a stronger effect; inhibition, % at 10 µM, or IC50 in µM where a hit was titrated; 290,000 tested, 0.091% active; further: strong numbers were not always called active
# GPR55 beta-arrestin: GPR55 agonists via beta-arrestin recruitment, primary screen, imaging, U2OS cells, beta-arrestin-GFP redistribution (AID 1961). one-dose activation, % at 10 µM; EC50 in µM for titrated hits. 290,000 tested, 0.048% active. U2OS GPR55 beta-arrestin-GFP redistribution imaging; higher % means a stronger effect;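 active means activation above 40% with more than 50 cells counted in the well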;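 further: U2OS osteosarcoma cells stably expressing GPR55 and beta-arrestin-GFP; plate controls were DMSO negative control for no effect and LPI positive control for full effect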
# KOR beta-arrestin-2: KOR agonists, beta-arrestin recruitment, primary screen, cell-based, luminescence, uHTS (AID 1777) | activation, % at 10 µM, or EC50 in µM where a hit was titrated | 280,000 tested, 0.02% active | KOR beta-arrestin recruitment, luminescence; higher % means a stronger effect; in the data active means activation above about 50%, passing the limit was not always enough; further: a part of the inactive calls stands beside numbers as strong as those of hits
# NTR1 agonist: agonists of NTR1, primary screen, imaging, U2OS cells, beta-arrestin-GFP, high content (AID 493036). P30989. NTR1-U2OS beta-arrestin-GFP spot imaging, agonist mode. activation, % at 20 µM. 330,000 tested, 0.17% active;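 active means activation at or above 40% of the spot to cytoplasm intensity ratio, with at least 20 cells analyzed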;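 further: 0% = DMSO without peptide and 100% = 100 nM NTR1 peptide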
# Target sequence (P30989 whole entry, looked up): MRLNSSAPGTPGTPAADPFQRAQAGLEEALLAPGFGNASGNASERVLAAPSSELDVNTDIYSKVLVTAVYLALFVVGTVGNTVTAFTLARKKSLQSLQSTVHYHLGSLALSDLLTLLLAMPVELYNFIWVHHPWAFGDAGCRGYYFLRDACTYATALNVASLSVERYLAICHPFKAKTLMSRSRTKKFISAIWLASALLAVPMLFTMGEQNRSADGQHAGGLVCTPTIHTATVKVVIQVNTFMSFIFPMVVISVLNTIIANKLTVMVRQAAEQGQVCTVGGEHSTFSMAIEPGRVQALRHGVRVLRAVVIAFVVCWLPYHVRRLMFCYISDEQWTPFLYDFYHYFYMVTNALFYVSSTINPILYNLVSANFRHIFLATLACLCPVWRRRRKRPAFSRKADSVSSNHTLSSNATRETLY
# Myeloid diff MLP: promotes myeloid progenitor differentiation. ER-HoxA9 myeloid progenitors, lysozyme-GFP differentiation, flow cytometry. calls only at 10 µM. 360,000 tested, 1% active. AID 624256;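 active means normalized GFP-positive differentiation at or above the plate's own cutoff, the solvent-only control mean plus 3 SD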;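 further: cells exposed to compound for four days before flow analysis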
# T cell HTS: T cell immune modulation candidate | calls only at 7 µM | 2C CD8+ T cell-vesicle binding, flow cytometry; stronger effect = lower value | 330,000 tested, 0.068% active;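 active means response, share of CD8 T cells binding vesicles, and their 90th percentile fluorescence all below set limits, cut at about 80% in these data, passing the limit was not always enough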
#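 Assay system – 2C mouse CD8+ T cells · Also added – QL9-loaded Drosophila micro-vesicles · Timing – Cell–vesicle co-incubation 1.5 h at 37 °C, staining 20 min on ice · Signal – flow cytometry of vesicle-bound cells · Measure – percent CD8+ FL2 mean versus row control · Controls – Peptide-free naked vesicles (low) and QL9 vesicles with 0.7% DMSO vehicle (high)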
# GPR55 antagonists: inhibition of LPI-stimulated GPR55 beta-arrestin translocation – imaging, U2OS, beta-arrestin-GFP, LPI agonist, primary screen (AID 2013) | U2OS GPR55 beta-arrestin-GFP translocation imaging, LPI antagonism; higher % means a stronger effect | inhibition, % at 10 µM, or IC50 in µM where a hit was titrated | 290,000 tested, 0.13% active;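 active means spots per cell inhibited over 60%, with over 100 cells counted and total cytoplasm intensity under 500,000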;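 further: U2OS cells stably carrying GPR55 and arrestin-GFP stimulated by 5 µM LPI near EC80; imaged beta-arrestin-GFP aggregate spots per cell after agonist stimulation; plate controls were LPI-stimulated DMSO wells for no effect and DMSO wells without LPI for full effect; some results filed as inactive read as strong as hits; confirmed hits need IC50 under 10 µM and bright autofluorescent wells are also inconclusive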
# T cell HTS vesicle-bound %: also measured in T cell HTS; calls as there; double positive events, %; measured here: CD8+ vesicle-bound cell fraction;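 binding gate set so that unloaded-vesicle control wells show 10% double positive cells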
# NTR1 agonist cell count 20 µM: second read-out of NTR1 agonist, no call of its own (marks repeat the call); cell count; measured here: cell count, cytotoxicity flag
# Myeloid diff MLP GFP+ MAC1+ %: also measured in Myeloid diff MLP; calls as there; GFP+ MAC1+ double positive, %; measured here: differentiation confirmed by MAC1 staining
# * = called active by the depositor; i = inactive; . = no result given; [ ] = another dose, or the depositor's remark. Unless noted, no stated cut-off is given here; in the data, active means inhibition above about 50%; inactive means the rest. Not all compounds are listed; count on the stated rates, not on these rows.
# Every second line gives: NOD1 inhibition	NOD2 inhibition	KOR beta-arrestin-1	GPR55 beta-arrestin	KOR beta-arrestin-2	NTR1 agonist	NTR1 agonist cell count 20 µM	Myeloid diff MLP	Myeloid diff MLP GFP+ MAC1+ %	T cell HTS	T cell HTS vesicle-bound %	GPR55 antagonists
1) Cc1ccc(S(=O)(=O)c2ccc(-n3nc(C)cc3N)cc2)cc1
    -15%	18%	-2%	-0.1%	-9.0%	1.4	42	i	0.1	i	45	10%
2) O=C(Nc1c2c(nc3c1CCC3)CCCC2)c1ccccn1
    -4%	4%	0%	-0.3%	1.7%	3.7	39	i	0.5	i	43	19%
3) O=C(Nc1ccc(S(=O)(=O)Nc2ncccn2)cc1)c1ccccc1NS(=O)(=O)c1ccc(Cl)cc1
    -4%	24%	3%	0.0%	5.0%	1.3	45	i	0.6	i	35	13%
4) CC(C)OC(=O)CSc1nc(-c2ccc(F)cc2)nc2ccc(F)cc12
    7%	10%	6%	0.3%	2.4%	4.5	92	i	1.2	i	25	12%
5) COc1ccc(N2CCN(C(=O)c3cc(C)oc3C)CC2)cc1
    -15%	7%	24%	-0.1%	1.4%	-0.2	61	i	0.5	i	6	14%
6) COc1ccc(C(=S)N2CCN(C)CC2)cc1
    -15%	-3%	27%	-0.1%	-0.4%	-1.3	43	i	3.8	i	26	-3%
7) N/C(=N\OC(=O)CCCOc1ccccc1)c1cccc([N+](=O)[O-])c1
    -6%	21%	1%	-0.8%	-5.7%	3.1	83	i	0.2	i	57	6%
8) O=C(c1ccco1)N(Cc1ccc(Cl)cc1)C1CCS(=O)(=O)C1 (stereo unspecified)
    -28%	11%	-21%	-0.2%	4.0%	0.3	51	i	7.4	i	2	-3%
9) COc1ccc(N(C(=O)CNC(=O)c2ccco2)C(C(=O)NC2CCCC2)c2ccco2)cc1 (stereo unspecified)
    -19%	3%	-15%	-0.2%	-1.8%	2.8	49	i	3.1	i	24	8%
10) Cc1[nH]n(-c2nc(-c3ccccc3)cc(=O)[nH]2)c(=O)c1CCO
    -25%	6%	-22%	-0.3%	4.4%	-0.7	47	i	0.9	i	65	6%
11) O=C(NC1CCCC1)C1CC(=O)N(c2ccc(F)cc2)C1 (stereo unspecified)
    -15%	1%	2%	0.0%	-1.9%	-0.8	58	i	2.3	i	46	-1%
12) CC(=O)c1cc(C#N)c(SCc2ccc([N+](=O)[O-])cc2)nc1C
    -35%	5%	-89%[20 µM]	0.2%	25%	1.1	62	i	1.1	i	42	1%
13) Cc1ccc(NC(=O)c2cc3ccccc3o2)cc1
    -43%	-78%	-6%	-0.2%	1.5%	-0.1	66	i	0.3	i	15	-3%
14) C/C(CC(=O)N1CCCC1)=N\NC(=O)c1cc2ccccc2cc1O
    2%	9%	14%	-0.1%	0.9%	2.9	57	i	0.2	i	16	1%
15) CC(=O)NC(Cc1ccccc1C)C(=O)NC1CCN(C(=O)c2cccc(C)c2)CC1 (stereo unspecified)
    -8%	1%	-3%[20 µM]	-0.1%	.	1.3	38	i	0.9	i	39	3%

# Some entries already given, limited to T cell HTS and NTR1 agonist cell count 20 µM.
entry	compound	T cell HTS	NTR1 agonist cell count 20 µM
2	O=C(Nc1c2c(nc3c1CCC3)CCCC2)c1ccccn1	i	39
3	O=C(Nc1ccc(S(=O)(=O)Nc2ncccn2)cc1)c1ccccc1NS(=O)(=O)c1ccc(Cl)cc1	i	45
4	CC(C)OC(=O)CSc1nc(-c2ccc(F)cc2)nc2ccc(F)cc12	i	92
5	COc1ccc(N2CCN(C(=O)c3cc(C)oc3C)CC2)cc1	i	61
6	COc1ccc(C(=S)N2CCN(C)CC2)cc1	i	43
7	N/C(=N\OC(=O)CCCOc1ccccc1)c1cccc([N+](=O)[O-])c1	i	83
8	O=C(c1ccco1)N(Cc1ccc(Cl)cc1)C1CCS(=O)(=O)C1 (stereo unspecified)	i	51

# (cont.)
# Every second line gives: NOD1 inhibition	NOD2 inhibition	KOR beta-arrestin-1	GPR55 beta-arrestin	KOR beta-arrestin-2	NTR1 agonist	NTR1 agonist cell count 20 µM	Myeloid diff MLP	Myeloid diff MLP GFP+ MAC1+ %	T cell HTS	T cell HTS vesicle-bound %	GPR55 antagonists
16) O=C(Nc1nnc(Cc2ccccc2)s1)c1ccco1
    -61%	-62%	-7%	-0.1%	-2.9%	0.0	54	i	2.7	i	66	14%
17) CN(c1ccc(C(=O)Nc2ccccc2C(=O)N2CCOCC2)cc1)S(C)(=O)=O
    .	.	-2%	0.4%	-3.1%	-0.6	54	i	0.9	i	37	5%
18) CC1=C(C(=O)N2CCOCC2)C(c2ccc(Cl)cc2)NC(=S)N1 (stereo unspecified)
    -3%	11%	-7%	-0.2%	0.7%	1.5	90	i	0.0	i	32	-13%
19) Cn1c(=O)cc(OCCCC(=O)NCCCN2CCN(Cc3ccccc3)CC2)c2ccccc21
    -9%	4%	-15%	-0.2%	-0.7%	-0.3	90	i	1.2	i	23	27%
20) COc1ccc(CCNC(=O)C2CCCN2S(=O)(=O)c2ccc(F)cc2)cc1OC (stereo unspecified)
    -36%	11%	-56%[20 µM]	-0.1%	.	1.9	44	i	0.8	i	24	4%
21) CCOC(=O)Cn1c(=O)c2c(nc3n2CCCCN3c2ccc(C)cc2)n(C)c1=O
    -12%	14%	18%	-0.1%	-3.0%	3.4	86	i	1.2	i	22	15%
22) COCCCNC(=O)c1nc2c(nnn2Cc2cc(C)ccc2C)c(=O)[nH]1
    -25%	-18%	24%	-0.5%	-5.5%	-0.4	43	i	1.9	i	37	10%
23) Cc1ccc(N2CC(C(=O)NC3CC3)CC2=O)cc1 (stereo unspecified)
    18%	17%	-32%	0.7%	-1.7%	1.0	49	i	2.8	i	15	3%
24) COc1ccccc1NC(=O)CSc1ccc(-c2ccccn2)nn1
    -8%	35%	13%	0.0%	-2.7%	-0.3	76	i	0.8	i	7	8%
25) Cc1cc(C)c(NC(=O)CN2C(=O)NC3(CCOc4ccccc43)C2=O)c(C)c1 (stereo unspecified)
    12%	14%	9%	0.0%	-2.8%	-3.3	88	i	2.8	i	50	11%
26) CCOC(=O)C(CC)Sc1nc2c(c(=O)[nH]c(=O)n2C)n1CCc1ccccc1 (stereo unspecified)
    -9%	-6%	-22%	0.3%	-4.3%	0.5	37	i	0.9	i	34	-10%
27) Cc1cccc(OCCCC(=O)Nc2ccc(S(=O)(=O)Nc3onc(C)c3C)cc2)c1C
    16%	-15%	-38%	-0.2%	-4.3%	1.4	37	i	2.0	i	58	6%
28) COC(=O)c1ccccc1NC(=O)C(=O)NCc1ccncc1
    -22%	14%	4%[20 µM]	-0.1%	-6.5%	-0.4	73	i	0.2	i	54	-2%
29) Cc1cc(C(=O)N/N=C/c2ccc(O)c([N+](=O)[O-])c2)c(C)n1-c1ccc(F)cc1
    -27%	-46%	1%	0.0%	2.4%	0.5	65	i	1.9	i	3	9%
30) CC(C)OCCCNC(=O)Cn1nc(-c2ccccc2)ccc1=O
    -10%	-3%	-4%	0.0%	3.5%	-0.9	51	i	12	i	9	-9%

# Entries of single compounds, looked up by structure. Order of values: NOD1 inhibition | NOD2 inhibition | KOR beta-arrestin-1 | GPR55 beta-arrestin | KOR beta-arrestin-2 | NTR1 agonist | NTR1 agonist cell count 20 µM | Myeloid diff MLP | Myeloid diff MLP GFP+ MAC1+ % | T cell HTS | T cell HTS vesicle-bound % | GPR55 antagonists
# CCOC(=O)C(CC)Sc1nc2c(c(=O)[nH]c(=O)n2C)n1CCc1ccccc1 (stereo unspecified) is entered as -9% | -6% | -22% | 0.3% | -4.3% | 0.5 | 37 | i | 0.9 | i | 34 | -10%
# COc1ccccc1NC(=O)CSc1ccc(-c2ccccn2)nn1 is entered as -8% | 35% | 13% | 0.0% | -2.7% | -0.3 | 76 | i | 0.8 | i | 7 | 8%

# More records follow:
# Every second line gives: NOD1 inhibition	NOD2 inhibition	KOR beta-arrestin-1	GPR55 beta-arrestin	KOR beta-arrestin-2	NTR1 agonist	NTR1 agonist cell count 20 µM	Myeloid diff MLP	Myeloid diff MLP GFP+ MAC1+ %	T cell HTS	T cell HTS vesicle-bound %	GPR55 antagonists
31) O=C(c1ccc(S(=O)(=O)N2CCOCC2)cc1)N(Cc1ccco1)Cc1cccs1
    -10%	-3%	-9%	0.3%	0.3%	-0.5	93	i	0.8	i	3	43%
32) COCc1nc2sc3c(c2c(=O)[nH]1)CCCC3
    -21%	3%	-2%	1.7%	-3.0%	1.2	57	i	0.2	i	46	11%
33) Oc1ccc(CNc2ccccc2)c2cccnc12
    -8%	7%	29%	-0.3%	-2.5%	2.0	90	i	0.0	i	26	0%
34) O=C(CN1CCN(Cc2ccccc2)CC1)Nc1ccc([N+](=O)[O-])cc1C(=O)Nc1ccccc1F
    -3%	-2%	-19%	28%	4.5%	5.2	59	i	0.1	i	47	18%
35) COCCN=c1scc(-c2ccco2)n1/N=C/c1ccc(O)c(O)c1O
    -40%	-9%	1%	-0.4%	-1.9%	-1.3	45	i	0.1	i	25	-1%
36) CCCCCCCCCCCC(=O)N/N=C/c1ccco1
    3%	0%	-75%	-0.1%	-0.4%	4.6	102	i	1.2	i	46	-4%
37) Cc1cc(C)cc(N(CC(=O)NC2CCCCC2)C(=O)c2csnn2)c1
    -20%	6%	5%	1.1%	-3.4%	-1.7	41	i	1.0	i	42	-8%
38) COC(=O)C1=C(C)Nc2ncnn2C1c1ccc(OCc2ccccc2)cc1 (stereo unspecified)
    -12%	3%	-12%	0.3%	2.1%	-1.1	48	i	0.8	i	18	-13%
39) COc1ccc(C2=NCCc3cc(OC)c(OC)cc32)cc1OC
    -18%	9%	31%	-0.3%	4.1%	4.8	50	i	1.3	i	39	2%
40) Cc1cc2nnn(-c3nnc(-c4ccccc4)c4ccccc34)c2cc1C
    -29%	6%	-13%	0.2%	-0.4%	7.0	58	i	0.6	i	46	11%
